Compound activity from PubChem BioAssay.
ASK1 primary – inhibitors of human ASK1 kinase; Q99683; AlphaScreen MKK6 phosphorylation by ASK1, luminescence; inhibition, % at 7.44 µM; 0.99% of 22,000 active; AID 1159602; in the data active = inhibition above about 35%;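 note: 0% = median of compound wells and 100% = no enzyme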
ULK1 inh – blocks human autophagy kinase ULK1 | O75385 | AlphaScreen Atg13 phosphorylation by ULK1, luminescence | inhibition, % at 5.96 µM | 1.9% of 30,000 active; in the data active = inhibition above about 43%;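 note: 0% = median of compound wells and 100% = no enzyme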
Target sequence (O75385 whole entry, looked up): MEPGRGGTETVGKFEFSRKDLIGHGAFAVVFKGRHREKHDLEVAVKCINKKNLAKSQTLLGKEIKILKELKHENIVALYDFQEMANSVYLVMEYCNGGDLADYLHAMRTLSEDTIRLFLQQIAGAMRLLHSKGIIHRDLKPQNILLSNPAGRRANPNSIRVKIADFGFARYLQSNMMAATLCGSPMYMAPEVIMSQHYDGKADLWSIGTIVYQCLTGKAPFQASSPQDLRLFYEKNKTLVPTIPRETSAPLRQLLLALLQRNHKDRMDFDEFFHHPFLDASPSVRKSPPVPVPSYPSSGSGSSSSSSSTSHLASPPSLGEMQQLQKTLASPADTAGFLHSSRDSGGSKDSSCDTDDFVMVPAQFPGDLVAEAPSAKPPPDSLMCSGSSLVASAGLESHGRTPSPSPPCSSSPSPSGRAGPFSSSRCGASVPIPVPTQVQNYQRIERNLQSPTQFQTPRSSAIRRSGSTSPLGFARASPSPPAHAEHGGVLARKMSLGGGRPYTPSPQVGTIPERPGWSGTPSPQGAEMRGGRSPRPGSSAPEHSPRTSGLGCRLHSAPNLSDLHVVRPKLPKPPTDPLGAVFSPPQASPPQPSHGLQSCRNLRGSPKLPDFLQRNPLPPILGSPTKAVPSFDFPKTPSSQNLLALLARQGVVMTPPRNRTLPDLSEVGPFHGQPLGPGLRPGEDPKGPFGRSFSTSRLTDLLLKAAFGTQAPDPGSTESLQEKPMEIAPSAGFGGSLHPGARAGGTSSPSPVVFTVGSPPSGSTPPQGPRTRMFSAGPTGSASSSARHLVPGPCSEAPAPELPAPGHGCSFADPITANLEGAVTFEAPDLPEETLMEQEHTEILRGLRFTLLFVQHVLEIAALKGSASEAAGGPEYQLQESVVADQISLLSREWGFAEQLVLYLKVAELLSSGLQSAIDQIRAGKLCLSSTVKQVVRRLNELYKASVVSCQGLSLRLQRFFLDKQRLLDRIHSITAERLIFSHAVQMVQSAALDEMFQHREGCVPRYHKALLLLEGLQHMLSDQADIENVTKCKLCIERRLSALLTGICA
* marks the source's active call; other numbers are inactive results; · = not tested or not shown.

molecule | ASK1 primary | ULK1 inh
CCOc1ccc(S(=O)(=O)NCCc2csc(-c3ccc(Cl)cc3)n2)cc1 | · | -21
O=C(Nc1ccc2oc(-c3ccccc3F)cc(=O)c2c1)c1ccccc1F | · | 0
NC(=O)c1ccc2cnn(-c3ccc([N+](=O)[O-])cc3)c2c1 | -16 | -5
O=C(NCc1cccnc1)c1ccc2nc(Nc3ccc(-n4ccnc4)cc3)sc2c1 | 1 | 27
Cc1noc(C)c1-c1cc(-c2ocnc2-c2c(C)noc2C)ccn1 | -5 | -7
CC(C)N(CCNc1nc(Nc2ccncc2)nc2c1ncn2C(C)C)C(C)C | 0 | -5
O=C(Cc1ccc(F)cc1)Nc1nccc(-c2cc(F)cc(N3CCOCC3)c2)n1 | -9 | -5
CC(NC1CC1)c1ccc2c(c1)CC(c1nc3ccc(-c4ccnc(N)n4)cc3[nH]1)CO2 (configuration not stated) | 8 | -2
c1ccc(CN2CCC(Nc3nc(NC4CCN(Cc5ccccc5)CC4)c4ncn(C5CCCCC5)c4n3)CC2)cc1 | 30 | 14
COc1ccc(-c2nc(C)cc(NC3CCN(Cc4ccccc4)CC3)n2)cc1 | -8 | -29
Brc1cccc(CNc2nccc(Nc3ccncn3)n2)c1 | 14 | 37
CCCNc1cc(Cl)ncn1 | -9 | 5
NC(C(=O)N1CCCN(C(=O)c2ccc3[nH]ncc3c2)CC1)c1ccc(Br)cc1 (configuration not stated) | -18 | -1
CC1(C)CC(NC(=O)c2cccc(-n3cc(NC(=O)Nc4ccccc4Cl)cn3)c2)CC(C)(C)N1 | 3 | -7
CC(C)n1c(-c2ccc(C(=O)N3CCN(C)CC3)cc2)nc2c(NCc3ccccc3)ncnc21 | 3 | 5
COc1ccc(-c2cncc(-c3cc(N4CCN(c5ccccn5)CC4)nc(C)n3)c2)cc1 | · | 3
O=C(NC1CC1)c1ccnc(N2CCc3ccccc3C2)c1 | -17 | 5
O=C(O)Cc1csc(-c2ccc(Cl)cc2)n1 | · | -24
COc1ccc(CCNC(=O)c2ccnc(N3CCN(c4ccccn4)CC3)c2)cc1 | -1 | 3
O=c1oc(-c2ccccc2)nn1SC(Cl)(Cl)Cl | · | 14
CCOc1ccc2ccccc2c1C(=O)N[C@@H]1C(=O)N2[C@@H]1SC(C)(C)[C@@H]2C(=O)O | · | -3
O=C(Nc1ccccc1)c1cccc(-c2cccs2)n1 | -7 | -2
COc1ccc(C(=O)N2CCN(c3ccc(-c4cccs4)nn3)CC2)cc1 | · | 7
CC(C)N(CCNc1nc(Nc2cnccn2)nc2c1ncn2C1CCCCC1)C(C)C | -22 | 3

Entries from the list above that contain bromine, in the order listed:
molecule | ASK1 primary | ULK1 inh
Brc1cccc(CNc2nccc(Nc3ccncn3)n2)c1 | 14 | 37
NC(C(=O)N1CCCN(C(=O)c2ccc3[nH]ncc3c2)CC1)c1ccc(Br)cc1 (configuration not stated) | -18 | -1

Remaining list, next part:
molecule | ASK1 primary | ULK1 inh
O=C(NCc1nc2ccccc2[nH]1)c1csc(Nc2ncccn2)n1 | 15 | 24
c1ccc(-n2cnc3c(NCc4cccnc4)nc(Nc4ccncc4)nc32)cc1 | -12 | 41
CN1CCN(c2ccc(-c3nc(NCCO)c4ncn(C5CCCCC5)c4n3)cc2)CC1 | -5 | 2
c1csc(-c2nc(NCCN3CCOCC3)c3ncn(C4CCCCC4)c3n2)c1 | 3 | -5
O=C(NCCO)c1cccc(N2CCc3ccccc3C2)n1 | -14 | -1
c1ccc(CCn2nc(-c3ccnc(Nc4ccc(N5CCOCC5)cc4)c3)cc2Nc2ccccc2)cc1 | 56* | -13
c1cc(Nc2nc(NCCN3CCOCC3)c3ncn(-c4ccsc4)c3n2)ncn1 | 10 | -5
CC(C)N(C(=O)COc1ncc(Cl)cn1)c1ccccc1Cl | · | -16
Cc1ccc2nc3nc(NCC4CCCO4)c(C(=O)NCc4ccccc4)cc3c(=O)n2c1 (configuration not stated) | · | 4
CC(=O)OCC1=C(C(=O)O)N2C(=O)C(NC(=O)Cc3cccs3)C2SC1 (configuration not stated) | · | 0
O=c1[nH]c2ccc(N=Cc3ccc(F)cc3)cc2[nH]1 | · | 16
c1ccc(-c2nc(NCc3nc4ccccc4[nH]3)c3[nH]cnc3n2)cc1 | 2 | 2
CC1CC(C)CN(C(=O)c2cccc([N+](=O)[O-])c2)C1 (configuration not stated) | · | -18
O=C(NC1CCN(Cc2ccccc2)CC1)c1cccc(NC2CCN(Cc3ccccc3)CC2)n1 | -1 | 1
CCNC(=O)N1CCN(CCCC(c2ccc(F)cc2)c2ccc(F)cc2)CC1 | · | -10
Cn1nccc1Nc1ccc(N2CCC(C(=O)NC3CCN(Cc4ccccc4)CC3)CC2)nn1 | -9 | -4
CC(O)CNC(=O)C(=O)NC1CCCCC1 (configuration not stated) | · | -7
Cc1cc(Nc2ccc(OCCN3CCCCC3)cc2)nc(Nc2ccc(N3CCOCC3)cc2)n1 | 10 | 9
O=C(NCc1ccccc1)c1cccc(NCc2cccnc2)n1 | -21 | 3
COc1ccc2c(c1)CC(C(=O)Nc1ccc(-c3cn[nH]c3C)cc1C(=O)N(C)OC)CO2 (configuration not stated) | -7 | 1
O=C(NCc1cccnc1)c1cccc(N2CCc3ccccc3C2)c1 | -2 | -9
O=C(Nc1ccc(N2CCOCC2)cc1)c1cc(Cl)nc2ccccc12 | -3 | 2
NC(=O)c1ccc(-c2nc(NCCOc3ccccc3)c3ncn(C4CCCCC4)c3n2)cc1 | -5 | 5
Cc1cccc(NC(=O)c2cccc(-n3ncc4cc(Nc5ccccc5F)ccc43)c2)c1 | -12 | -17
COc1cc(N2CCOCC2)ccc1Nc1cc(Nc2ccccc2C(N)=O)ccn1 | 14 | 8
FC(F)(F)c1cccc(CNc2nc(NCc3cccnc3)nc3nc[nH]c23)c1 | 5 | -13
CN1CCN(C(=O)c2ccc(-c3cc(C(=O)Nc4ccc(N5CCOCC5)cc4)ccn3)cc2)CC1 | -3 | 8
c1ccc(Nc2ncnc3nc(-c4ccc(N5CCOCC5)nc4)[nH]c23)cc1 | -1 | -1
OC(c1cc(-c2ccc(C(F)(F)F)cc2)nc(C(F)(F)F)c1)C1CCCCN1 (configuration not stated) | · | -8
O=C(Nc1ccccc1)c1ccc(-c2ccccc2)s1 | 8 | -4
COc1ccc(-c2ncc(C(=O)Nc3cc(OC)c(OC)c(OC)c3)s2)cn1 | 18 | -13
c1ccc(CN2CCC(Nc3cc(Nc4cccnc4)ncn3)CC2)cc1 | -20 | -13
COc1ccc(CCNc2cc(Nc3ccccc3)nc(N)n2)cc1 | 9 | 8
Cc1ccc(-c2ncn(-c3ccc(Nc4ncc5cccc(-c6ccc7c(cnn7C)c6)c5n4)cc3)n2)cn1 | 14 | -5
CCCNC(=O)c1csc(N2CCCC2CO)n1 (configuration not stated) | -2 | 6
O=C(Nc1ccc2[nH]ncc2c1)c1ccnc(OC2CCCN(Cc3ccccc3)C2)c1 (configuration not stated) | 7 | -9

An excerpt from above in order of molar mass, descending:
molecule | ASK1 primary | ULK1 inh
COc1cc(N2CCOCC2)ccc1Nc1cc(Nc2ccccc2C(N)=O)ccn1 | 14 | 8
c1ccc(Nc2ncnc3nc(-c4ccc(N5CCOCC5)nc4)[nH]c23)cc1 | -1 | -1
c1ccc(CN2CCC(Nc3cc(Nc4cccnc4)ncn3)CC2)cc1 | -20 | -13

Next records follow:
Values run as follows: ASK1 primary, ULK1 inh
> CCCNC(=O)c1cc(NCC)nc2ccccc12
→ -20, -2
> Cc1nnc(C)c2c(C)n(/N=C/c3cc(Br)ccc3O)c(C)c12
→ ·, 4
> Nc1[nH]ncc1-c1ccc(NC(=O)[C@H](N)Cc2cccc(F)c2)cc1
→ 4, 5
> Cc1cnc(Nc2ccncc2)nc1Nc1ccc(N2CCOCC2)cc1
→ 3, 19
> c1ccc(Oc2ccc(Nc3ccnc(N4CCc5ccccc5C4)n3)cc2)cc1
→ 8, -10
> COc1ccc2c(c1)CC(C(=O)Nc1ccc(-c3ccncc3)cc1OCCN1CCOCC1)CO2 (configuration not stated)
→ 3, -3
> CC(=O)Nc1ccc(Nc2nc(Nc3cnccn3)nc3c2ncn3C(C)C)cc1
→ 8, 61*
> COc1cc2nc(Oc3ccccc3)nc(Nc3ccc(N4CCOCC4)cc3)c2cc1OC
→ 2, -15
> N#CSC(CNS(=O)(=O)c1ccc(Cl)cc1)c1ccccc1 (configuration not stated)
→ ·, -12
> CC1(C)CC(=O)C2=C(C1)NC1=C(C(=O)CC(C)(C)C1)C21C(=O)Nc2ccccc21
→ ·, 5
> CC(C)N(CCNc1nc(Nc2ccc3ncccc3c2)nc2c1ncn2C1CCCCC1)C(C)C
→ -13, -5
> CCN(CC)c1nc(Nc2ccc(N3CCOCC3)cc2)nc(N2CCOCC2)n1
→ 24, 0
> CC[C@H]1OC(=O)C[C@@H](O)[C@H](C)[C@@H](O[C@@H]2O[C@H](C)[C@@H](O[C@H]3C[C@@](C)(O)[C@@H](O)[C@H](C)O3)[C@H](N(C)C)[C@H]2O)[C@@H](CC=O)C[C@@H](C)C(=O)/C=C/C(C)=C/[C@@H]1CO[C@@H]1O[C@H](C)[C@@H](O)[C@@H](OC)[C@H]1OC
→ ·, -6
> Cc1nn(C)c(C)c1-c1ccc(C(=O)NCCN2CCOCC2)s1
→ 3, 7
> FC(F)(F)c1ccc(Cn2cnc3c(Nc4ccccc4)nc(N4CCc5ccccc5C4)nc32)cc1
→ 10, 11
> Nc1nc(=S)c2[nH]cnc2[nH]1
→ ·, 3
> COCCNc1ncc(-c2cccs2)cn1
→ ·, 9
> CN(CCO)c1ccc2c3c(cccc13)C(=O)N(c1cccc(Cl)c1)C2=O
→ ·, -22
> O=C(Nc1ccc(-c2cn[nH]c2)cc1OCCOCc1ccccc1)C1COc2ccccc2O1 (configuration not stated)
→ -20, -7
> CCN(CC)C(=O)C1CCCN(c2nc(Nc3cc(OC)c(OC)c(OC)c3)c3ncn(C(C)C)c3n2)C1 (configuration not stated)
→ 2, -3
> CCCNC(=O)c1ccc2nc(Br)sc2c1
→ -8, 14
> CC(C)N(CCNC(=O)c1ccc2nc(N3CCc4ccccc4C3)sc2c1)C(C)C
→ -23, -4
> O=C(Nc1ccc(N2CCOCC2)cc1)C1CCN(c2ccc(Nc3nccc4ccccc34)nn2)CC1
→ 1, 42
> Cc1cnc(Nc2ccc3ncccc3c2)nc1NCCO
→ 6, 27
> CC(=O)O[C@@H]1CC[C@@]2(C)C(=CC[C@@H]3[C@H]4CC=C(C(C)=O)[C@]4(C)CC[C@@H]32)C1
→ ·, -9
> O=C(Nc1ccc(-c2cn[nH]c2)cc1OCCN1CCCC1)C1COc2ccc(F)cc2C1 (configuration not stated)
→ 3, -1
> c1cncc(-c2nc(NC3CC3)cc(-c3ccncc3)n2)c1
→ ·, -5
> Cc1cnc(-c2c(C)noc2C)nc1N
→ -11, 18
> Cc1cncc2c(S(=O)(=O)N3CC[C@@H](NC(=O)OC(C)(C)C)C3)cccc12
→ -4, 0
> O=C(NCc1ccccc1)c1cncc(Nc2cccnc2)c1
→ -6, 2
> O=C(Nc1ccccc1)c1cc(NCCCN2CCCC2=O)nc2ccccc12
→ 0, 6
> Cc1ncn(-c2ccc(Nc3nccc(-c4cccc(S(C)(=O)=O)c4)n3)cc2)n1
→ 2, 4
> COc1ccc(CCNc2nc(-c3ccccc3)nc3c2ncn3-c2ccccc2)cc1
→ -1, 5
> CCN(CC)c1cc(-c2ccccc2)nc(-c2cccnc2)n1
→ ·, -32
> CC(C)(C)c1ncn(-c2ccc(Nc3nccc(-c4ccnc(Nc5ccccc5)c4)n3)cc2)n1
→ 10, 8
> COc1ccc(C(Cl)=C(c2ccc(OC)cc2)c2ccc(OC)cc2)cc1
→ ·, 0
> CC(=O)Nc1ccc(NC(=O)c2csc(Nc3ccc(N4CCOCC4)cc3)n2)cc1
→ 3, 21
> CC(=O)Nc1ccc(Nc2cc(-c3ccc(C(=O)N4CCN(C)CC4)cc3)nc(N)n2)cc1
→ -18, -5
> COc1ccc2c(c1)OCC(c1nc3cc(-c4cn[nH]c4)c(F)cc3[nH]1)C2 (configuration not stated)
→ 1, -22
> c1csc(CCNc2nccc(Nc3ccncn3)n2)c1
→ 5, 31

Quoted from the listing:
CCN(CC)c1cc(-c2ccccc2)nc(-c2cccnc2)n1 – ULK1 inh = -32
CC(=O)Nc1ccc(Nc2cc(-c3ccc(C(=O)N4CCN(C)CC4)cc3)nc(N)n2)cc1 – ULK1 inh = -5
O=C(Nc1ccc(N2CCOCC2)cc1)C1CCN(c2ccc(Nc3nccc4ccccc34)nn2)CC1 – ASK1 primary = 1
c1cncc(-c2nc(NC3CC3)cc(-c3ccncc3)n2)c1 – ULK1 inh = -5

The listing continues:
Values run as follows: ASK1 primary, ULK1 inh
> CC(=O)Nc1ccc(Nc2ccnc(NCc3cccnc3)n2)cc1
→ 4, -1
> Cc1ncn(-c2ccc(Nc3nccc(-c4cccc(N5CCOCC5)c4)n3)cc2)n1
→ 12, -1
> O=C(NCCOc1ccccc1)c1cncc(-c2csc3ccccc23)c1
→ -6, -19
> CN1CCN(C(=O)c2ccc(-c3nc(Nc4ccccc4)c4ncn(-c5ccccc5)c4n3)cc2)CC1
→ -5, -9
> CC(C)N(CCNc1nc(-c2cccc(N)c2)nc2c1ncn2-c1ccccc1)C(C)C
→ 9, -18
> O=C(Nc1ccc2[nH]ncc2c1)[C@H](O)c1ccccc1
→ -5, 49*
> Cc1c(NC(C)C)c(=O)n(-c2ccccc2)n1C
→ ·, 1

Of the compounds above, 3 contain a COOH group:
Values run as follows: ASK1 primary, ULK1 inh
> O=C(O)Cc1csc(-c2ccc(Cl)cc2)n1
→ ·, -24
> CCOc1ccc2ccccc2c1C(=O)N[C@@H]1C(=O)N2[C@@H]1SC(C)(C)[C@@H]2C(=O)O
→ ·, -3
> CC(=O)OCC1=C(C(=O)O)N2C(=O)C(NC(=O)Cc3cccs3)C2SC1 (configuration not stated)
→ ·, 0
